# Growth percent in the NCI-60 one-dose screen (48 h, 10 µM unless noted): 100 = growth as untreated, 0 = no growth, -100 = all killed.
# 786-0: 786-0 renal cancer cells. 81,000 compounds, 5.1% hits. AID 1794775
# RXF 393: RXF 393 renal cancer cells; 77,000 compounds, 6.9% hits; AID 1794773
# TK-10: TK-10 renal cancer cells; 81,000 compounds, 3.9% hits
# ACHN: ACHN renal cancer; 81,000 compounds, 4.9% hits
# CAKI-1: CAKI-1 renal cancer | 75,000 compounds, 4.7% hits
# PC-3: PC-3 prostate cancer cells. 80,000 compounds, 3.9% hits. AID 1794754
# A498: A498 renal cancer cells; 76,000 compounds, 5.4% hits
# SN12C: SN12C renal cancer cells. 81,000 compounds, 3.8% hits
# * hit, by the source's call. Rule for the calls: active = growth percent below 10; inactive = the rest. Only part of the results is shown; the hit share may differ from the screen's.
SMILES,786-0,RXF 393,TK-10,ACHN,CAKI-1,PC-3,A498,SN12C
CC[C@@H]1C(=O)OC[C@@H]1Cc1cncn1C,98.5,122.5,101.4,91.3,95.7,101.7,129.9,100.8
